TSHR antag: human thyrotropin receptor antagonism; P16473; TSHR-expressing cells, TSH-stimulated cAMP HTRF, 2 h; active compounds read low; activity change, negative = inhibition, % at 11.5 µM; 330,000 compounds, 0.2% hits; AID 504810;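 active means activity change below a set negative limit, meaning inhibition stronger than a set level, cut at about -70% in these data; inconclusive means activity change between two set negative limits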; further: on the % scale 0 is the no-effect control and ±100 the full control effect
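Freshly harvested TSHR cells receive pin-tooled compound, then EC80 TSH at 4nM final. After 2 hours at 37 deg C, antibody in lysis buffer and cAMP-d2 are added; 30 minutes at ambient temperature precede the HTRF read.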
Eya2 inh: Eya2 (human) phosphatase inhibition; Potency, µM (series often up to 76.9 µM), without a hit: top-dose activity, negative = inhibition, most hits filed as inhibitors; recombinant Eya2, OMFP fluorescence dephosphorylation (OMFP is methylfluorescein phosphate); 330,000 compounds, 0.006% hits; O00167; further: potency means the concentration at half of the fitted maximal effect; on the % scale 0 is the no-effect control and ±100 the full control effect
Target sequence (O00167 whole entry, looked up): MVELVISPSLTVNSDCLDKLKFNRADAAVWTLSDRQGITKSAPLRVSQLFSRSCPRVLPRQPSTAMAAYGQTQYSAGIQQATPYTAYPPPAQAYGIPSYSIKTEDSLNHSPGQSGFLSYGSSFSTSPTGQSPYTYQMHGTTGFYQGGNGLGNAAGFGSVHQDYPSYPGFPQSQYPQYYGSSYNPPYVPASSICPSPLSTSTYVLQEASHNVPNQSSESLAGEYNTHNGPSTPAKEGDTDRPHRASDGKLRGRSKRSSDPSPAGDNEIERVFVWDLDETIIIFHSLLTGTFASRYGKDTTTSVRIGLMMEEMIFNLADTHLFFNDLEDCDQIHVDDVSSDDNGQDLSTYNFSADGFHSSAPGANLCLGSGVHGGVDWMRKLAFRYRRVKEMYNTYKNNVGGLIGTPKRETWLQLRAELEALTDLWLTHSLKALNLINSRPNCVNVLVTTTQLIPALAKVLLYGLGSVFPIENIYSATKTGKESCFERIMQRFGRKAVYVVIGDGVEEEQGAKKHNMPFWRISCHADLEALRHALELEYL
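Eya2 (0.2 uM) preincubated 10 min at ambient with compound, then OMFP substrate added at 50 uM; 10 min reaction in 50 mM HEPES pH 7.5, 50 mM NaCl, 5 uM MgCl2, 0.05% BSA, 1 mM DTT. Fluorescence read at Ex 485/Em 525 nm.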
TCR act: activators of T cell receptors | primary human leukocytes, anti-CD3, IL-2 HTRF, 48 h | Potency, µM (titrated, usually from 9.22 µM), without a hit: at the highest dose activation of IL-2 secretion, most hits filed as activators | 330,000 tested, under 10 active | AID 504894; further: % of control where 0% means no effect
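Compounds are tested in HTS on primary human leukocytes co-incubated with a-CD3 beads for 48 hr. IL-2 output is measured by time-resolved FRET.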
S-ASM inh: human S-ASM enzyme inhibition. P17405. placental ASM, HMU-PC fluorogenic substrate, 60 min. Potency, µM (top dose mostly 57.5 µM), inactives show top-dose activity change, negative = inhibition, usual class: inhibitors. 340,000 compounds, 0.006% hits. AID 504937; further: potency means the concentration at half of the fitted maximal effect
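Human placenta-derived ASM enzyme was preincubated with compound for 10 minutes at room temperature, then given fluorogenic substrate HMU-PC0 (9 uM final) for 60 minutes at 37 °C; a pH 10 stop preceded fluorescence reading at Ex 386/Em 447 nm.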
Mito fusion act: blocks mitochondrial division or promotes mitochondrial fusion. S. cerevisiae fusion-defective mutant growth rescue, CellTiterGlo 48 h. Potency, µM (top dose mostly 46.1 µM), for inactives: at the top dose growth rescue (activation), most hits filed as activators. 320,000 compounds, 0.23% hits. AID 485298;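 further: potency means the concentration at half of the fitted maximal effect; % of control where 0% means no effect; nearly all actives have a fitted effect of over 45% in size; temperature-sensitive fusion mutants such as fzo1-1 at 37 °C on non-fermentable ethanol glycerol medium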
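Luminescent cell viability in 1536-well qHTS format served as the measure of rescued growth in ts fusion-mutant S. cerevisiae cultured on non-fermentable YPEG for 48 hours at 37C.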
Tb PFK inh: inhibitors of T. brucei phosphofructokinase; O15648; T. brucei PFK, ADP-Glo luminescence; Potency, µM (titrated, usually from 57.5 µM), for inactives: top-dose activity, negative = inhibition, actives largely listed as inhibitors; 330,000 compounds, 0.17% hits; AID 485367;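 further: potency means the concentration at half of the fitted maximal effect; 0% = uninhibited 1x PFK enzyme wells and -100% = no-enzyme wells; nearly all actives have a fitted effect of over 60% in size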
Target sequence (O15648 whole entry, looked up): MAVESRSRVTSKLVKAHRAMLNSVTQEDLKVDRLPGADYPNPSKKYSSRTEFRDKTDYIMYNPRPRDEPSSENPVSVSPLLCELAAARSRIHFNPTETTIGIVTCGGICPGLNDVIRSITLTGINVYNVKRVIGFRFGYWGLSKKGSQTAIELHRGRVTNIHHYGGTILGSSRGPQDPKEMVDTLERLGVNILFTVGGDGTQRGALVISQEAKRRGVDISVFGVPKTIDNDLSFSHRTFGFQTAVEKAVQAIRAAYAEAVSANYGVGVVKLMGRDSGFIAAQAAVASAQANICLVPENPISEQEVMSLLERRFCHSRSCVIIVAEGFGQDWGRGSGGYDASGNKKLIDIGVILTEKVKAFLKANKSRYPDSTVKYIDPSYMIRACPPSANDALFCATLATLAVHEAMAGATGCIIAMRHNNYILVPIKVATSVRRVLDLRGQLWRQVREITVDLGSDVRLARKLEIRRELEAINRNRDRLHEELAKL
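ADP-Glo luminescence quantified ADP after 45 min at room temperature, with 1.25 nM T. brucei PFK, 0.1 mM ATP and 0.5 mM fructose-6-phosphate in pH 8.0 TEA buffer. qHTS titrations up to 57 µM; curves classified by quality.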
AT treatment: candidate therapy for ataxia-telangiectasia; […] A-T fibroblasts, KAP-1 phosphorylation AlphaLISA; neocarzinostatin DNA damage 30 min before lysis; 320,000 compounds, 0.19% hits; Potency, µM (series often up to 57.5 µM), without a hit: at the top dose activation, actives largely listed as activators; further: potency means the concentration at half of the fitted maximal effect; % of control where 0% means no effect; nearly all actives have a fitted effect of over 45% in size
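hTERT-immortalized A-T patient fibroblasts ([…]), 500 cells/well in OPTI-MEM, 1% FBS, got compounds for 60 min, then NCS for 30 min at 37C. Lysates were then assayed for phospho-KAP-1 by AlphaLISA (anti-pKAP1 donor, anti-KAP1 acceptor beads), 6 hr at 25C.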
a7 integrin act: integrin-mediated muscular dystrophy alleviation activation. alpha7betagal myoblasts, beta-gal FDG fluorescence, 48 h. Potency, µM (top dose mostly 38.3 µM), without a hit: at the highest dose activation, most hits filed as activators. 350,000 compounds, 0.064% hits. AID 624291;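 further: potency means the concentration at half of the fitted maximal effect; 100% = response of the positive control SU9516; nearly all actives have a fitted effect of over 60% in size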
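alpha7betagal+/- myoblasts (passage 13, 250/well) treated 48 h at 37C with compounds at 1:260 dilution of DMSO stock. Lysed, then beta-galactosidase activity read as FDG fluorescence (ex 480/em 540) after 30 min, with pre-read for autofluorescence.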
ELG1 DNA repair: ELG1-dependent DNA repair inhibition. HEK293T ELG1-luciferase reporter, luminescence, 16 h; DNA damage induced by 5-fluorouridine. AID 504467. 330,000 compounds, 2.3% hits. Potency, µM (titrated, usually from 46.1 µM), for inactives: top-dose activity change, negative = inhibition, hits mostly inhibitors; further: potency means the concentration at half of the fitted maximal effect; on the % scale 0 is the no-effect control and ±100 the full control effect; nearly all actives have a fitted effect of over 55% in size
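5-Fluorouridine DNA damage + compound/DMSO, 2,000 cells/well, 16 h, 37 °C/5% CO2. ONE-Glo, 30 min RT, luminescence. Readout = decrease in reporter signal.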
PTAP TSG101 blk: blocks PTAP/TSG101 interaction to inhibit HIV-1 budding | Fluorescence polarization, FITC-PTAP peptide / Tsg101 binding | Q99816 | AID 493005 | 340,000 tested, under 10 active | Potency, µM (top dose mostly 115 µM), for inactives: at the highest dose activity change, negative = inhibition, most hits filed as inhibitors; active means well fitted inhibition curve with a large enough effect in the main read-out, with a control signal flat, not every such curve was filed as active; inconclusive means small, poorly fitted or top-dose-only effect, or effect the other way, or a change in a side signal; inactive means no such curve, though single readings can be large or run the other way; further: potency means the concentration at half of the fitted maximal effect; % of control where 0% means no effect
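Steps: Tsg101 binding domain dispensed (10 uM final), compounds pinned in DMSO, FITC-labeled PTAP-motif peptide added (50 nM final); after 20 min binding at room temperature, polarization measured.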
BCR signal inh: chronic active BCR signaling inhibition | ABC-DLBCL IkBa-CBG/CBR reporter, luminescence ratio, 4 h | Potency, µM (doses to about 46.1 µM), without a hit: at the highest dose ratio change, negative = lower green/red ratio, hits mostly inhibitors | 340,000 compounds, 0.05% hits; active means well fitted inhibition curve with a large enough effect in the signal ratio, with a control signal flat, not every such curve was filed as active; inconclusive means small, poorly fitted or top-dose-only effect, or effect the other way, or a change in a side signal; the % refers to the signal ratio;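 further: potency means the concentration at half of the fitted maximal effect; plate controls were basal doxycycline-induced cells for no effect and cells given 10 µM MG132 for full effect; MG132 reads +100%, hits lower the ratio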
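Doxycycline induced both beetle luciferases in TMD8 lymphoma cells; IKK-driven degradation limits the IkappaBalpha-fused green signal, while red luminescence normalises for cell number and nonspecific effects. Compounds tested up to 46 uM, 4 hrs.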
Starred values were filed as active, the others as inactive; ? = inconclusive; / = no result given; [ ] = another dose, or the depositor's remark. Unless noted, the call rests on the fitted dose curve; in most records, active means well fitted curve in the direction sought with a large enough effect; inconclusive means small, poorly fitted or top-dose-only effect, or another doubt; inactive means no such curve, though single readings can be large; an effect the other way counts as inactive or inconclusive.

A first look, 3 compounds:
1: O=c1c2[nH]c3ccc(Cl)cc3c2ncn1Cc1ccccn1
2: O=C(NC1CCCCCCC1)c1ccc(CNc2c(N3CCOCC3)c(=O)c2=O)cc1
3: CCn1c(=O)c(-c2ccccc2)c(O)c2ccccc21

Assay by compound | 1 | 2 | 3
TSHR antag | 16 | -8 | 19
Eya2 inh | -1% | 2% | 8%
TCR act | 2% | -2%[46.1 µM] | 8%
S-ASM inh | 1% | 2% | 1%
Mito fusion act | 5% | 1% | 3%
Tb PFK inh | -2% | -1% | 7%
AT treatment | 3% | 7% | -8%
a7 integrin act | -11% | -4% | 1%
ELG1 DNA repair | 4% | ? | 10%
PTAP TSG101 blk | -3% | -4% | -1%
BCR signal inh | 5% | 2% | 3%

The listing, previewed entries included:
1: O=c1c2[nH]c3ccc(Cl)cc3c2ncn1Cc1ccccn1
2: O=C(NC1CCCCCCC1)c1ccc(CNc2c(N3CCOCC3)c(=O)c2=O)cc1
3: CCn1c(=O)c(-c2ccccc2)c(O)c2ccccc21
4: CC(C)=CCC/C(C)=C/CC/C(C)=N/O
5: CCOC(=O)C1Cn2c(nc3c(c2=O)C2(CCCC2)Cc2ccccc2-3)S1 (stereo not drawn)
6: O=C(CN1CCN(c2ccccc2O)CC1)Nc1ccccc1C(=O)NCCc1ccccc1
7: COc1cccc(COC(=O)CSCC(=O)Nc2cccc(C)c2)c1OC
8: Cc1nc(N2CCN(c3ccccn3)CC2)c2c(C)c(C(=O)Nc3ccccc3F)sc2n1

Assay by compound | 1 | 2 | 3 | 4 | 5 | 6 | 7 | 8
TSHR antag | 16 | -8 | 19 | 4 | -10 | 17 | -13 | 16
Eya2 inh | -1% | 2% | 8% | -2% | 0% | 10% | -4% | -4%
TCR act | 2% | -2%[46.1 µM] | 8% | -4% | 9% | -3% | 1% | 5%
S-ASM inh | 1% | 2% | 1% | 3% | -2% | -4% | 3% | -20%
Mito fusion act | 5% | 1% | 3% | 7% | ? | 17% | 1% | 26%
Tb PFK inh | -2% | -1% | 7% | -3% | 0% | -12% | -1% | -1%
AT treatment | 3% | 7% | -8% | 33% | 0% | 6% | 9% | /
a7 integrin act | -11% | -4% | 1% | -3% | -18% | -24% | -4% | -5%
ELG1 DNA repair | 4% | ? | 10% | 16% | ? | ? | -7% | 9.2µM*
PTAP TSG101 blk | -3% | -4% | -1% | -5% | -13% | 0% | -4% | 3%
BCR signal inh | 5% | 2% | 3% | 12% | ? | -3% | 1% | 11%

Looked up above.
Entry for compound 2 under a7 integrin act: -4%
Entry for compound 4 under S-ASM inh: 3%
Entry for compound 5 under PTAP TSG101 blk: -13%
Entry for compound 3 under TSHR antag: 19
Entry for compound 8 under TSHR antag: 16

Values in list order from the entries so far.
TSHR antag, nos. 5 to 8: -10, 17, -13, 16
Eya2 inh, nos. 5 to 8: 0%, 10%, -4%, -4%
BCR signal inh, nos. 5 to 8: ?, -3%, 1%, 11%

Next part:
9: COc1cc(OC)cc(C(=O)OCC(=O)Nc2sccc2C(N)=O)c1
10: CCOc1ccc(-n2c(SCC(=O)NC3CCS(=O)(=O)C3)nnc2-c2cccnc2)cc1 (stereo not drawn)
11: CCC/C=N/NC(=O)c1ccc(F)cc1
12: O=C(OCC(=O)N1CCN(S(=O)(=O)c2ccc(Cl)cc2)CC1)C1CC1
13: N#CC1=C(N)N2C(=C(C#N)C13CCN(Cc1ccccc1)CC3)Nc1ccccc12
14: COc1ccc(NS(=O)(=O)c2ccc(O)c(NC(=O)c3ccc(S(=O)(=O)N4CCCC4)cc3)c2)cc1
15: COc1cccc(NC(=O)Nc2cc(C)ccc2F)c1
16: CC(C)NC(=O)c1ccc2c(c1)N(CC(=O)N1CCCC1)C(=O)C(C)(C)O2

Assay by compound | 9 | 10 | 11 | 12 | 13 | 14 | 15 | 16
TSHR antag | 1 | 6 | -13 | -23 | -4 | -8 | 1 | 8
Eya2 inh | -9% | -2% | 3% | 7% | 19% | 5% | -4% | -1%
TCR act | 8% | -4% | 6% | -13% | / | -3% | 5% | -2%
S-ASM inh | -4% | 3% | 3% | 2% | / | -4% | -3% | 3%
Mito fusion act | -1% | 1% | 9% | -2% | -8% | 9% | 2% | 1%
Tb PFK inh | 7% | -6% | -5% | 0% | -2% | -1% | -1% | 3%
AT treatment | -8% | 1% | -6% | -2% | 0% | 2% | 9% | -6%
a7 integrin act | ? | 28% | ? | 35% | -17%[7.66 µM] | ? | 0% | -28%
ELG1 DNA repair | -13% | 12% | 0% | 7% | ? | -14% | ? | -17%
PTAP TSG101 blk | -4% | -3% | 0% | 1% | -4% | -3% | -4% | -1%
BCR signal inh | ? | -3% | ? | 3% | ? | 8% | ? | ?

17: O=c1[nH]c(SCc2ccc(Cl)cc2)nc2ccccc12
18: O=C(CSc1ccccc1F)Nc1ccc(N2CCOCC2)cc1
19: NNC(=O)c1cc(-c2cccs2)nc2ccccc12
20: Cc1ccc(/C(O)=C2\C(=O)C(=O)N(CC(C)O)C2c2ccccn2)cc1 (stereo not drawn)
21: COc1ccc2oc(=O)cc(-c3cc4ccccc4o3)c2c1
22: CCc1ccc(N2CC(C(=O)OC)CC2=O)cc1 (stereo not drawn)
23: O=c1[nH]nc(CSCc2ccccc2Cl)[nH]1
24: COCCn1c(N)c(NCc2ccccc2)c(=O)n(CC(=O)Nc2cc(C)ccc2C)c1=O

Assay by compound | 17 | 18 | 19 | 20 | 21 | 22 | 23 | 24
TSHR antag | -4 | 5 | -6 | 19 | -14 | 3 | / | 0
Eya2 inh | 1% | 28% | -4% | -2% | 5% | -8% | / | 6%
TCR act | 5% | -3% | 0% | 1% | 10% | -11% | -1% | 5%
S-ASM inh | -3% | -3% | 64%[activator] | 3% | -4% | 7% | 1% | 3%
Mito fusion act | 1% | -6% | 6% | 1% | 5% | -1% | 4% | -3%
Tb PFK inh | -1% | -8% | 2% | -3% | -4% | -1% | / | -1%
AT treatment | 10% | -2% | -3% | 2% | -9% | 0% | / | -3%
a7 integrin act | 0% | -11% | 20% | 19% | 18% | 23% | -8% | 17%
ELG1 DNA repair | 13% | ? | ? | 2% | -7% | 7% | / | -8%
PTAP TSG101 blk | -5% | -4% | 0% | -1% | -2% | -1% | -2% | -2%
BCR signal inh | ? | ? | ? | 1% | 3% | ? | / | 2%

25: CCC(=NC)C1=C(O)CC(c2ccccc2)CC1=O (stereo not drawn)
26: COc1ccc(N=C2SC(C(=O)O)CC(=O)N2Cc2ccc(OC)c(OC)c2)cc1 (stereo not drawn)
27: O=C(OCC(=O)c1c[nH]c2ccccc12)c1cccc(O)c1
28: CC1CCC2(CC1)NC(=O)N(CC(=O)NC(=O)NC1CCCC1)C2=O (stereo not drawn)
29: COc1ccc(C(=O)NCCNC(=O)c2cnccn2)cc1
30: NC(N)=NCCCC(NC(=O)c1ccccc1)C(=O)Nc1ccc2ccccc2c1 (stereo not drawn)
31: O=C(c1ccco1)c1cn(CC(=O)N2CCCCCC2)c2ccccc12

Assay by compound | 25 | 26 | 27 | 28 | 29 | 30 | 31
TSHR antag | 1 | 6 | 5 | 20 | -2 | 3 | 0
Eya2 inh | 14% | -21% | -1% | -3% | -4% | 8% | -12%
TCR act | 5% | 1% | 3%[46.1 µM] | -1% | 0% | 2% | /
S-ASM inh | -1% | 1% | -4% | 3% | 16% | -12% | 0%
Mito fusion act | -11% | -5% | -4% | -2% | 3% | -1% | -6%
Tb PFK inh | -1% | 4% | 1% | 1% | -1% | -8% | 0%
AT treatment | -2% | -6% | 0% | -8% | -3% | -6% | 6%
a7 integrin act | 9% | -19% | -6% | 5% | -8% | / | -12%
ELG1 DNA repair | 17% | 13% | ? | -9% | 12% | -2% | -4%
PTAP TSG101 blk | 1% | -3% | 0% | -9% | 2% | -1% | -7%
BCR signal inh | 0% | -10% | -12% | -3% | -1% | -4% | 4%
